BAZ2B block: BAZ2B (human) inhibition. Q9UIF8. AlphaScreen BAZ2B-H3K14Ac peptide displacement. Potency, µM (series often up to 114 µM), for inactives: at the highest dose activity change, negative = inhibition, most hits filed as inhibitors. hit rate 4.4% among 360,000. AID 504333; note: nearly all actives have a fitted effect of over 60% in size
Target sequence (Q9UIF8 whole entry, looked up): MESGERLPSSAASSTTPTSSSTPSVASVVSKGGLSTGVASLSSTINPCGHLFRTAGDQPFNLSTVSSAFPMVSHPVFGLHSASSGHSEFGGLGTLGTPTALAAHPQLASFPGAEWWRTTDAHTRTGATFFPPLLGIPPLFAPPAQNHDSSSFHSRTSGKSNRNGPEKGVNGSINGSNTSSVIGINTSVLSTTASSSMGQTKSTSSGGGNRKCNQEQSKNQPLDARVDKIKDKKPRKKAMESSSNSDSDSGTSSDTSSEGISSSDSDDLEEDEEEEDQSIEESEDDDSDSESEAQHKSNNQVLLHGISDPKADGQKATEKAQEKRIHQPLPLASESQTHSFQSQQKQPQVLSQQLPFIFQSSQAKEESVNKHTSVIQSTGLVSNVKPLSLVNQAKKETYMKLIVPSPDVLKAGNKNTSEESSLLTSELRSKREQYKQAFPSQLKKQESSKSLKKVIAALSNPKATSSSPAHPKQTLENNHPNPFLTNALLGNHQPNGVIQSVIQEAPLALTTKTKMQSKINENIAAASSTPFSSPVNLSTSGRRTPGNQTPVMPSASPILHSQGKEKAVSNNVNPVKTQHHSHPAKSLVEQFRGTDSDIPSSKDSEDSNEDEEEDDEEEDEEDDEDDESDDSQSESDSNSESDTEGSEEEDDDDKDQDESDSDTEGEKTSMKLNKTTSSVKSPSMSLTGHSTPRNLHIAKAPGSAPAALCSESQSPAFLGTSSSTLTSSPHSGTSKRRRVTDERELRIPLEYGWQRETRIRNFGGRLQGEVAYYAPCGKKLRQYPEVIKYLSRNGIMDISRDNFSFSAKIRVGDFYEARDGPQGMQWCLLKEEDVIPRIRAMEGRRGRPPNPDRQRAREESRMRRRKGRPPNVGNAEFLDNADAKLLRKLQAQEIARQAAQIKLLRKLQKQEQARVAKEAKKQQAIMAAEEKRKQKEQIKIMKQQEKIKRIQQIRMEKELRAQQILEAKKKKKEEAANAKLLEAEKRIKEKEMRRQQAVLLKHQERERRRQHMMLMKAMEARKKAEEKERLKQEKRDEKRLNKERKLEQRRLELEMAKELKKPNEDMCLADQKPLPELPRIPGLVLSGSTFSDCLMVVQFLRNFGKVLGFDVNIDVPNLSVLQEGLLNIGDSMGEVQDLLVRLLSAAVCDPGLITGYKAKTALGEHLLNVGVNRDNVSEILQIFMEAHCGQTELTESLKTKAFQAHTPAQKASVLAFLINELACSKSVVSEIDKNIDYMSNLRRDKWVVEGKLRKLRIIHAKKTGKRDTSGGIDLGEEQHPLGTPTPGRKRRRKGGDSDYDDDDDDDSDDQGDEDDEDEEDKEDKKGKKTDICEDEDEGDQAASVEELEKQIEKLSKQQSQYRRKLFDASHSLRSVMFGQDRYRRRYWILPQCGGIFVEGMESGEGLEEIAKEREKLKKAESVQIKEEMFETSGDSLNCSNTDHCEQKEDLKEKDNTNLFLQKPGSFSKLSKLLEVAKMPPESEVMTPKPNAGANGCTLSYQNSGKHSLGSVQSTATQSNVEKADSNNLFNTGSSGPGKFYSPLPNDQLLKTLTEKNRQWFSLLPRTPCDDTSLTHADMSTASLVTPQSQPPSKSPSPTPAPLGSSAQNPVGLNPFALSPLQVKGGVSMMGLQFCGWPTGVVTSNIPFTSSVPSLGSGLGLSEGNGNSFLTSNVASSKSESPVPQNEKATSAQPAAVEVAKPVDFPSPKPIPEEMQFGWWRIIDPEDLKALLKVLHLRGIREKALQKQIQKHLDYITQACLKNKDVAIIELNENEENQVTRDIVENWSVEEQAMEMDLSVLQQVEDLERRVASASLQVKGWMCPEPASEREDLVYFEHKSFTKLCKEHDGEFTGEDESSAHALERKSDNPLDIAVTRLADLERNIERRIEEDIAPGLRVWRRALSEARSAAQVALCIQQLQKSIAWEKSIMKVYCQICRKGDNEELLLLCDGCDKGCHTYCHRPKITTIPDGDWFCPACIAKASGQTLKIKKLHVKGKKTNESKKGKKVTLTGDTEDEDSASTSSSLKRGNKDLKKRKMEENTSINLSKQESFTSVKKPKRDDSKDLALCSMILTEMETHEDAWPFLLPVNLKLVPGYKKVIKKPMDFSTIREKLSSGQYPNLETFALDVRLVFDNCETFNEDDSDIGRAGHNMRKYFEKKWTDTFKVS
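Inhibition is scored as reduced AlphaScreen emission. The BAZ2B/b-H3(5-23)K14Ac complex (50 nM each) in PBS pH 7.4, 0.01% Tween-20 meets compound (up to 110 uM) for 30 min at RT before bead addition.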
G9a inh: G9a (human) methyltransferase inhibition; G9a H3K9 monomethylation, AlphaScreen, 2 h; Potency, µM (top dose mostly 102 µM), for inactives: top-dose activity, negative = inhibition, hits mostly inhibitors; hit rate 8.8% among 350,000; AID 504332; note: nearly all actives have a fitted effect of over 75% in size
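Enzyme 20 nM + cpd, 15 min RT; add b-H3K9 pep 500 nM / SAM 20 uM; 2 h RT; anti-H3K9me1 Ab 0.5 ug/mL + SA donor / anti-rabbit acceptor beads 20 ug/mL each, 10 min; AlphaScreen read.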
* hit, by the source's call; u = inconclusive; [ ] = another dose, or the depositor's remark. Calls come from the whole dose curve; as a rule, active = well fitted inhibition curve with a large enough effect; inconclusive = small, poorly fitted or top-dose-only effect; inactive = no such curve, though single readings can be large or run the other way. % is set by controls: 0 for no effect and ±100 for the full control effect; potency is the fitted concentration of half-maximal effect. An excerpt (hit frequency here may not be typical).

SMILES | BAZ2B block | G9a inh
COCCn1c(-c2cccs2)nc2c(c(=O)c3ccccc3n2C)c1=O | 1.0% | -0.7%[59 µM]
Clc1ccc2nc(NC3=NCN(CCN4CCOCC4)CN3)nc(-c3ccccc3)c2c1 | 2.4% | 11.5%
Cc1ccc(C)c(-n2nnnc2SCC(=O)c2c(N)n(C)c(=O)n(C)c2=O)c1 | -6.5% | 2.3%
CNc1nc(SC)n(C)c(=O)c1N=O | 0.5% | 22.1%[0.501 µM]
O=C(CSc1nnnn1-c1cccc(Cl)c1)Nc1ccc2c(c1)CCC2 | 0.3% | 4.6%
Cc1ccc(N2C(=O)c3cccc4c(C(=O)O)ccc(c34)C2=O)cc1 | -30.5% | -50.9%
CC1(C)Oc2ccc(/C=C/C(=O)N3CCOCC3)c(O)c2C(N2CCOCC2)C1O (centres undefined) | -1.3% | 39.4%[59 µM]
COc1ccc(C2CC(=O)C(C(c3ccc(O)cc3)C3C(=O)CC(c4ccc(OC)cc4)CC3=O)C(=O)C2)cc1 (centres undefined) | -36.2% | 25.1µM*
c1ccc(N(c2ccccc2)c2nc(N3CCOCC3)nc(N3CCOCC3)n2)cc1 | -0.4% | u
Cc1cc(C)c(NC(=O)C(C)Sc2nnc(-c3ccco3)n2-c2ccccc2)c(C)c1 (centres undefined) | -11.5% | -8.9%
Cc1ccn2cc(-c3ccc(S(=O)(=O)N4CCOCC4)cc3)nc2c1 | -1.6% | -50.1%[59 µM]
COc1cc(OC)cc(-c2nnc(Sc3ccc(C=O)cc3[N+](=O)[O-])o2)c1 | u | 25.1µM*
Cc1nc(SCC(=O)c2cc3ccccc3oc2=O)c(C#N)c(C)c1C(=O)Nc1ccccc1 | u | u
CC(=O)[C@@H]1[C@@H]2C(=O)N(C3CCCCC3)C(=O)[C@@H]2C2c3ccccc3C=CN21 (some centres undefined) | u | -41.1%[0.501 µM]
Cc1coc2cc3oc(=O)c4c(c3cc12)CCC4 | 8.2% | -9.5%[12.7 µM]
CCn1cc(NC(=O)CCl)c(C)n1 | 1.7% | -1.8%
CC1CCN(c2nc3ccccc3nc2C(C#N)C(=O)NC2CCCCC2)CC1 (centres undefined) | 6.4% | -27.6%[12.7 µM]
CC(=O)Oc1c(C)cc(O)c2ccccc12 | -34.0% | -27.2%[12.7 µM]
CCCCCCCCCCCCCCCC(=O)OC[C@H](COP(=O)([O-])OCC[N+](C)(C)C)OC(=O)CCCCCCCCCCCCCCC | 9.5% | 9.6%
N/C(=N\c1nc(C(F)(F)F)cc(=O)[nH]1)Nc1ccc(Cl)cc1 | 9.2% | 7.3%[59 µM]
CCC1=C/C(=C\c2ccc3c(c2)OCO3)C(=O)S1 | 44.7µM* | 11.2µM*
COc1cc(C2NCCc3c2[nH]c2ccccc32)ccc1OC(C)C (centres undefined) | -30.2% | -2.6%
O=C(O)c1cc(-c2ccncc2)nc2ccc(F)cc12 | -0.2% | -37.8%
COc1ccc(Nc2nc(Cl)nc(N3CCN(c4ccc(OC)cc4)CC3)n2)cc1 | 8.91µM* | u
CCc1ccc(C2NC(C(=O)O)CS2)cc1 (centres undefined) | u | 3.55µM*

Shown with tabs: four of the compounds above
smiles	BAZ2B block	G9a inh
O=C(CSc1nnnn1-c1cccc(Cl)c1)Nc1ccc2c(c1)CCC2	0.3%	4.6%
Cc1ccc(N2C(=O)c3cccc4c(C(=O)O)ccc(c34)C2=O)cc1	-30.5%	-50.9%
CC1(C)Oc2ccc(/C=C/C(=O)N3CCOCC3)c(O)c2C(N2CCOCC2)C1O (centres undefined)	-1.3%	39.4%[59 µM]
COc1ccc(C2CC(=O)C(C(c3ccc(O)cc3)C3C(=O)CC(c4ccc(OC)cc4)CC3=O)C(=O)C2)cc1 (centres undefined)	-36.2%	25.1µM*

Following part.
SMILES | BAZ2B block | G9a inh
CCCCn1c(=S)[nH]c2c(oc3ccc(Cl)cc32)c1=O | 5.6% | 5.4%[59 µM]
COc1ccc(-c2nsc3c(SCC(=O)Nc4cc(C)ccc4C)ncnc23)cc1 | 28.0% | -29.3%[2.33 µM]
N#C[C@H]1[C@H](c2ccccc2)[C@](C#N)(C(=O)c2ccccc2)[C@@H]2C=Cc3ccccc3N21 | 28.2µM* | 25.1µM*
O=C(NC(=S)NC1CCSC1=O)c1ccc([N+](=O)[O-])cc1 (centres undefined) | -21.3% | -4.3%
Cn1c(C(C#N)C2=C(Cl)C(=O)N(c3ccccc3)C2=O)nc2ccccc21 (centres undefined) | 8.91µM* | 14.1µM*
Cc1ccc(NC(=S)/C(=C(\[O-])c2ccc(C)c([N+](=O)[O-])c2)[n+]2ccccc2)cc1C | 56.2µM* | u
O=S(=O)([O-])CCC[n+]1c(/C=C\Nc2ccccc2)oc2ccc(-c3ccccc3)cc21 | 79.4µM* | -35.5%
CC1(C)CN=C(N2CCN(C3=NCC(C)(C)S3)CC2)S1 | -4.1% | u
Cc1ccc(NC(=S)Nc2ccc(S(=O)(=O)Nc3ncccn3)cc2)cc1Cl | -3.5% | -36.3%
COc1cc(C2c3c(oc4ccc(C)cc4c3=O)C(=O)N2c2cc(C)ccn2)cc(OC)c1OC (centres undefined) | 11.8% | -0.7%[59 µM]
CC1OC(OC2C(OC3C(O[C@H]4CC[C@]5(C)C6C=C[C@]78OC[C@@]9(CC[C@@H](C)[C@H](C)C97)[C@H](O)C[C@@]8(C)[C@]6(C)CC[C@H]5C4(C)C)OC(C)C(O)C3O)OC(CO)C(O)C2O)C(O)C(O)C1O (some centres undefined) | u | -15.1%[12.7 µM]
CC(=O)NC(c1ccco1)c1cc(Cl)c2ccc(N3CCCCC3)nc2c1O (centres undefined) | u | 3.98µM*
Cc1cccc(CSc2nc3ccncc3n2CC(=O)Nc2ccc(C)c(C)c2)c1 | 1.7% | -1.8%
Cc1cc(NC(=O)Cn2c(=O)n(CCCCC(=O)NC3CCN(Cc4ccccc4)CC3)c(=O)c3ccccc32)n[nH]1 | u | 15.7%
OCCCc1nc2n(n1)C(c1cccs1)C=C(c1ccccc1)N2 (centres undefined) | -33.2% | 39.8µM*
CCCC1CC(=O)OC1(C)C(=O)CSc1n[nH]c(-c2ccccc2)n1 (centres undefined) | -26.6% | 11.2µM*
Cc1ccc(C)c2[nH]c(=O)c(CCNC(=O)C(C)C)cc12 | 10.9% | -29.0%
CCOc1ccc(-n2c(Cc3cc(=O)[nH]c(=O)[nH]3)nnc2SC(C)C(=O)OC)cc1 (centres undefined) | -2.3% | -21.6%
Cc1ccc(S(=O)(=O)c2cc3c(=O)n4cccc(C)c4nc3n(CC3CCCO3)c2=N)cc1 (centres undefined) | 6.1% | 11.5%
O=C(C1=C[C@@H]2[C@H]3C(=O)N(c4ccccc4)C(=O)[C@H]3[C@@H](C(=O)c3ccc(Cl)cc3)N2C=C1)c1ccccc1 | u | 11.2µM*
COC(=O)C1CCN(CC(=O)Nc2cc(Cl)ccc2OC)CC1 | 16.0% | 4.4%
O.O.O.O=S(=O)([O-])OC[C@H]1O[C@@H](O[C@]2(COS(=O)(=O)[O-])O[C@H](OS(=O)(=O)[O-])[C@@H](OS(=O)(=O)[O-])[C@@H]2OS(=O)(=O)[O-])[C@H](OS(=O)(=O)[O-])[C@@H](OS(=O)(=O)[O-])[C@@H]1OS(=O)(=O)[O-].[Al] | -0.3% | 5.9%
CC(=O)Nc1ccc(/C=C/C(=O)c2ccccc2)cc1 | -0.1% | -1.9%[2.33 µM]
CCOCCCNC(=O)c1cn(C)c2ccc(S(=O)(=O)N(C)C3CCCCC3)cc2c1=O | -8.4% | u
CCCCSc1nnc2c(n1)OC(C(=O)c1ccccc1)Nc1ccccc1-2 (centres undefined) | u | 7.08µM*

(further entries)
SMILES | BAZ2B block | G9a inh
N#CCCS(=O)(=O)c1nnnn1-c1ccccc1 | -0.6% | u
CCOC(=O)Cn1c(=O)c2c(nc3n2CCN3c2ccc(C)cc2)n(C)c1=O | -1.8% | 0.4%[12.7 µM]
O=c1[nH]c(=O)c2ncc(-c3ccc(Cl)cc3)nc2[nH]1 | -8.4% | u
C/C(=N\O)C1CCCCC1 | 0.1% | 8.7%
CC(=O)c1cn(CCCCCCCCCCn2cc(C(C)=O)c(=O)[nH]c2=O)c(=O)[nH]c1=O | -5.7%[57.1 µM] | 25.1%
CSCc1nnc(NC(=O)c2ccc(S(=O)(=O)N(CC(C)C)CC(C)C)cc2)o1 | -34.6% | -3.3%[59 µM]
O=C(NCc1nc2ccccc2[nH]1)C1=C[C@@H](c2ccc3c(c2)OCO3)C[C@@H](OCc2ccc(CO)cc2)O1 | -19.4% | -42.5%[59 µM]
CCCCNS(=O)(=O)c1ccc2nc(-c3cccs3)cc(C(=O)NCC(OC)OC)c2c1 | 3.3% | -4.3%
CCCCCCN(C(=O)CCCCCN1C(=O)NC(c2ccc(-c3ccccc3)cc2)C(C(=O)OCc2ccccc2)=C1C)C(C(=O)NCCCC)c1ccccc1 (centres undefined) | 2.9% | 18.4%[12.7 µM]
O=C(Oc1ccccc1O)c1cccc2ccccc12 | -17.4% | 44.7µM*
Cc1cccc(/C=C2/Sc3ccc(C(=O)NCCCN4CCOCC4)cc3NC2=O)c1 | u | 1.5%[59 µM]
COc1ccc(NC(=O)c2cccc(C(=O)Nc3ccc(OC)cc3)n2)cc1 | -19.1% | 70.8µM*
O=C(c1ccc(N2CCN(C3CC(=O)N(c4ccc(F)cc4)C3=O)CC2)cc1)c1cccnc1 (centres undefined) | 1.1% | -1.9%[12.7 µM]
CCN(CC)c1ccc(/C=N/NC(=O)C(O)(c2ccccc2)c2ccccc2)o1 | -8.1% | 28.2µM*
N#CC1(C#N)C2=C(CCCC2)NC(c2ccccc2)C1(C#N)C#N (centres undefined) | 50.1µM* | 17.8µM*
CCCn1cnc2c(c1=O)c1nc3ccccc3nc1n2CCC1=CCCCC1 | 1.7% | 0.2%
Cc1ccc(CNC(=O)c2ccc3nc4[nH]c5ccccc5c4nc3c2)cc1 | -0.8% | -10.1%
CCSCc1nnc(SCC(=O)Nc2nc(C)cs2)n1C | -4.8% | 29.7%[12.7 µM]
O=C(c1cc2ccccc2c(=O)o1)N1CCCC1 | 4.9% | 0.2%[59 µM]
CC1=C(C(=O)OCC2CCCCC2)C(c2cccc(O)c2)NC(=O)N1 (centres undefined) | -7.7% | 4.1%
COc1ccccc1-c1nn2c(-c3ccccc3Cl)nnc2s1 | -3.7% | u
CCCOc1ccc2oc(=O)c3c(c2c1)CCCN3C(=O)CN1CCN(C(=O)c2ccco2)CC1 | 10.2% | u
COC(=O)[C@@]1(Cc2ccc(OC)cc2)[C@H]2c3cc(C(=O)N4CCCC4)n(CCc4c[nH]c5ccc(O)cc45)c3C[C@H]2CN1C(=O)c1ccccc1 | u | 50.1µM*
Cc1c(C(C)(C(=O)O)c2c(C)n(C)c3ccccc23)c2ccccc2n1C | u | 56.3%[activator][0.501 µM]
O=C(O)C(Cc1ccccc1)N1C(=O)/C(=C/c2cccc3ccccc23)SC1=S (centres undefined) | 56.2µM* | u

4 compounds picked at random from the list so far, as already listed:
SMILES | BAZ2B block | G9a inh
O=C(Oc1ccccc1O)c1cccc2ccccc12 | -17.4% | 44.7µM*
CCCOc1ccc2oc(=O)c3c(c2c1)CCCN3C(=O)CN1CCN(C(=O)c2ccco2)CC1 | 10.2% | u
O=C(c1cc2ccccc2c(=O)o1)N1CCCC1 | 4.9% | 0.2%[59 µM]
N#CC1(C#N)C2=C(CCCC2)NC(c2ccccc2)C1(C#N)C#N (centres undefined) | 50.1µM* | 17.8µM*

(continued)
SMILES | BAZ2B block | G9a inh
CC(=O)OCCCN1C(=O)c2cccc3cc(Br)cc(c23)C1=O | u | u
CC1OC(O[C@H]2CC[C@]3(C)C4C=C[C@]56OC[C@@]7(CC[C@@H](C)[C@H](C)C75)[C@H](O)C[C@@]6(C)[C@]4(C)CC[C@H]3C2(C)C)C(OC2OC(CO)C(O)C(O)C2OC2OCC(O)C(O)C2O)C(O)C1O (some centres undefined) | u | 1.2%[12.7 µM]
COc1cc(OC)cc(C(=O)Nc2cccc(-c3ccc4nncn4n3)c2)c1 | -10.1% | 3.6%
O=S(=O)(NC1CCN(S(=O)(=O)c2ccc3c(c2)OCCO3)CC1)c1c(F)cccc1F | -0.5% | 3.7%[12.7 µM]
O=C(Sc1nnnn1C1CCCCC1)c1cccs1 | u | u
Cc1ccc(S(=O)(=O)N2CCN(c3nc(C)nc4sc5c(c34)CCC(C)C5)CC2)cc1 (centres undefined) | -11.5% | 11.8%[0.501 µM]
Cc1ccc(S(=O)(=O)NC(=O)c2ccc(-c3ccc(-c4ccccc4)cc3)o2)c(C)c1 | u | 39.8µM*
CN1CCN(NC(=O)CN2C(=O)/C(=C/c3ccccc3F)SC2=S)CC1 | u | 50.1µM*
Cn1c(N2CCN(C(=O)C34CC5CC(CC(C5)C3)C4)CC2)nc2ccccc21 | -1.9% | -5.0%[12.7 µM]
Cc1cc2c(n1-c1ccc(C(=O)O)cc1)CCCCC2 | 12.6µM* | 7.94µM*
CCOc1ccc(C2C(C#N)=C(N)SC(N)=C2C#N)cc1OC | u | 8.91µM*
O=C(O)c1cc(-c2ccc(/C=c3\sc4nc5ccc(Br)cc5n4c3=O)o2)ccc1Cl | 17.8µM* | 0.794µM*
O=C(NCc1ccco1)c1ccc2c(=O)n(-c3ccccc3)c(=O)n(Cc3cccc(F)c3)c2c1 | -4.4% | -39.6%

Screening results from PubChem BioAssay.
